KCNK3 block: human KCNK3 channel inhibition, primary screen; O14649; CHO-KCNK3 thallium flux, FluxOR fluorescence; hits give low values; B-score at 10 µM; actives 0.84% (n = 340,000); AID 602410;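 active = B-score under library mean minus 4 SD, starting fluorescence ratio at most library mean plus 5 SD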;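 note: more negative B-score means stronger inhibition of thallium flux through KCNK3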
PolyA inh: blocks polyadenylation in yeast reporter cells; S. cerevisiae SKY197-pL101 polyadenylation reporter, beta-gal luminescence; efflux-impaired pdr1/pdr3 knockout yeast; score 100 = 6 SD above DMSO; calls only at 12 µM; actives 0.02% (n = 300,000); AID 1875;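 active = lowest replicate activity score at least 50, where 100 means six control SD above control mean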;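 note: yeast exposed to compound for 9 h at 30 °C; higher score means more reporter readthrough which indicates perturbed polyadenylation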
Dyrk1A ADPGlo: Dyrk1A (rat) kinase inhibition; Q63470; actives 0.43% (n = 310,000); inhibition, % at 12.5 µM; ADP-Glo luminescence, NFATc1 peptide; in the data active = inhibition above about 50%;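 note: plate controls were vehicle with enzyme for no effect and no enzyme for full effect; many of its hits are not listed in these tables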
GSK3beta inhib: blocks human GSK3beta kinase activity; activity score (negative = inhibition), % at 10 µM; actives 0.038% (n = 300,000); P49841; GST-GSK3beta kinase, ADP-Glo luminescence, 60 min; hits give low values;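 active = more than half of replicate wells score below -50%, meaning over 50% inhibition versus plate controls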;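 note: 0% = median DMSO wells and -100% = median GW8510 positive control wells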
Target sequence (P49841 whole entry, looked up): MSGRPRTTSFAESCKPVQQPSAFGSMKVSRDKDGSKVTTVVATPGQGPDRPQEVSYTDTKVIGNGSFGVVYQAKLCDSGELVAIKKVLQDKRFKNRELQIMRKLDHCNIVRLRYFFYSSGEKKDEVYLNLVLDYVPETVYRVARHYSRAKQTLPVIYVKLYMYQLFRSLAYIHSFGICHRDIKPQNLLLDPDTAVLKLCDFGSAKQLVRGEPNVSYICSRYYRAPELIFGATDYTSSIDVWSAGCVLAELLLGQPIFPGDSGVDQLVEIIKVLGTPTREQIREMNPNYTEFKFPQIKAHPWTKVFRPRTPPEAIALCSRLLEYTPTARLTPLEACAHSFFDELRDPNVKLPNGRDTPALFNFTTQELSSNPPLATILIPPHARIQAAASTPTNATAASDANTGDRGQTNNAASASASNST
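Assay system: GST-fused GSK3beta enzyme, cell-free / Medium: Tris pH 7.5 buffer with MgCl2, DTT, BSA, heparin / Also added: peptide substrate plus 25 µM ATP (final) / Compound: 10 µM single point / Timing: kinase reaction with compound 60 min at room temperature / Detection: ADP-Glo luminescence / Benchmarks: DMSO neutral wells and GW8510 at 20 µM as positive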
KCNK9 inh: inhibitors of human KCNK9 two-pore domain potassium channel | AID 488922 | Q9NPC2 | HEK293 KCNK9, FluxOR thallium flux fluorescence; hits give low values | actives 1.2% (n = 310,000) | B-score at 10 µM;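 active = ratio B-score over 3 SD below the library mean, with starting fluorescence within 5 SD of its mean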;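 note: negative B-score means less thallium flux so channel inhibition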
Target sequence (Q9NPC2 whole entry, looked up, the tested form may be a part): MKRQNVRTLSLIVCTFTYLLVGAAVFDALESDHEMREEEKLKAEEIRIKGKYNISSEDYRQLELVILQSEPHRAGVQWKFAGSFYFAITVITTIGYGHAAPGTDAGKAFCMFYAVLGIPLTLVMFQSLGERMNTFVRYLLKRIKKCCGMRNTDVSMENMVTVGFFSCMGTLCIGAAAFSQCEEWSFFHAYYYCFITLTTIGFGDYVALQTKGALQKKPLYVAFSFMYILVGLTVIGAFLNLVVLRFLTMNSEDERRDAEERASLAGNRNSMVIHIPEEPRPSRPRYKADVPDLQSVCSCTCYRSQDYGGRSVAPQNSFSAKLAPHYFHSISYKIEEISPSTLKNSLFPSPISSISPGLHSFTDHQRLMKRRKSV
RGS4 block: inhibitors of human RGS4. P49798. HEK293 M3R/RGS4 inducible, Fluo-4 calcium flux; hits give high values; triggered by carbachol at its EC20. B-score at 10 µM. actives 0.45% (n = 310,000). AID 463165;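 active = B-score, a plate-corrected calcium signal, over three deviations above library mean, with baseline fluorescence within five deviations of library mean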;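 note: RGS4 expression induced by doxycycline in cells with stable M3 receptor; B-score is computed from the integrated fluorescence ratio over baseline after carbachol; higher B-score means a larger calcium signal and so more RGS4 inhibition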
Target sequence (P49798 whole entry, looked up): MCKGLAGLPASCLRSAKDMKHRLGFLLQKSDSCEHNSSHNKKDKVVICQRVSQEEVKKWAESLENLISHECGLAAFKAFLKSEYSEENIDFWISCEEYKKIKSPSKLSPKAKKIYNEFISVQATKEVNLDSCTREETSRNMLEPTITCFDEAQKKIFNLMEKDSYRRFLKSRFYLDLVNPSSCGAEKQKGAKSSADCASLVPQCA
hERG protect: shields human hERG channel from block by proarrhythmic agents; Q12809; CHO-hERG, FluxOR thallium flux, dofetilide IC70 present; activation (rescue from dofetilide block), less the hit threshold, % at 10 µM; actives 0.51% (n = 310,000); AID 1511;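 active = activation above the mean of controls blocked by dofetilide plus 5 SD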;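 note: thallium influx through hERG after potassium depolarization seen as dye fluorescence rise; in these data hits start at about 4.7%; inactives centre near -7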
GSK3 alpha inh: human GSK-3 alpha kinase inhibition; P49840; ADP-Glo luminescence, 60 min; inhibition, % at 10 µM; actives 0.1% (n = 320,000); AID 2650;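 in the data active = inhibition above about 50%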;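 note: GST-tagged GSK-3 alpha with peptide substrate and 25 µM ATP; 0% = DMSO neutral wells and 100% = GW8510 positive control wells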
KCNQ1 act: potentiates or activates the human KCNQ1 potassium channel | CHO-K1 KCNQ1, thallium flux FluxOR fluorescence; hits give high values | B-score at 10 µM | actives 0.35% (n = 310,000) | AID 2648;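 active = fluorescence ratio B-score, a plate-corrected score, at least three library SD, with initial intensity B-score within 5 SD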
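assay system = CHO-K1 cells stably expressing KCNQ1 | medium = assay buffer, equal DMSO in all wells | timing = 37 °C overnight plating, 90-min dark dye load, 20-min compound pretreatment | measured by = kinetic FluxOR thallium fluorescence, 10-s 1-Hz baseline, 110-s post-stimulus read | measure = fluorescence change relative to baseline, converted to B score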
KCNQ1 block: human KCNQ1 channel inhibition. P51787. CHO-K1 KCNQ1, FluxOR thallium flux fluorescence; hits give high values. B-score at 10 µM. actives 1.3% (n = 310,000);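 active = compounds whose thallium flux B-score, printed positive for inhibition, exceeds three library SD while starting fluorescence stays within three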;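 note: channel opened by potassium depolarization with thallium stimulus after 20 min compound exposure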
RGS4 act: potentiators or activators of RGS4; HEK293 M3R/inducible RGS4, carbachol calcium flux Fluo4; hits give low values; B-score at 10 µM; actives 0.92% (n = 310,000); AID 463111;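 active = B-score of the integrated calcium signal more than 4 SD below the library mean, with starting fluorescence not abnormally high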;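 note: negative B-score means reduced calcium response which marks RGS4 activation or potentiation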
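Test system: HEK293 cells with stable M3R and inducible RGS4; also added: carbachol at ECmax as muscarinic agonist stimulus; schedule: dye loading 30 min 37 °C, buffer rest 30 min RT; technique: kinetic calcium fluorescence imaging with Fluo4-AM dye, 2 µM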
The depositor's hits bear a star. This is a subset; rates above refer to the full screens.

Screening CCCCCc1ccc(-c2ccc(C(=O)O)cc2)nc1 returned KCNK3 block inactive, PolyA inh inactive, Dyrk1A ADPGlo -2.5, GSK3beta inhib 1.2 and GSK3 alpha inh -0.1.
CCCCS(=O)(=O)Nc1ccc(C)cn1 was read as KCNK3 block inactive, PolyA inh inactive, Dyrk1A ADPGlo -14.4, GSK3beta inhib -21.9, KCNK9 inh inactive, RGS4 block inactive, hERG protect -1.4, GSK3 alpha inh 0.7, KCNQ1 act inactive, KCNQ1 block inactive and RGS4 act inactive.
For COC(=O)C1(C)CN(S(=O)(=O)c2ccc(C)cc2)c2cc(OC)ccc2C1=O (stereo not drawn) the results were KCNK3 block inactive, PolyA inh inactive, Dyrk1A ADPGlo -2.1, GSK3beta inhib 3.1, KCNK9 inh inactive, RGS4 block inactive, hERG protect -5.3, GSK3 alpha inh 1.4, KCNQ1 act inactive, KCNQ1 block inactive and RGS4 act inactive.
For CCc1ccc(N(CC(=O)NC2CCCC2)C(=O)CCC(=O)Nc2cc(C)on2)cc1 the results were KCNK3 block inactive, PolyA inh inactive, Dyrk1A ADPGlo -3.1, GSK3beta inhib -2.0, KCNK9 inh inactive, RGS4 block inactive, hERG protect -5.1, GSK3 alpha inh -2.1, KCNQ1 act inactive, KCNQ1 block inactive and RGS4 act inactive.
For COC(=O)C(O)(CC(=O)Nc1ccc(OC(F)(F)F)cc1)C(F)(F)F (stereo not drawn) the results were KCNK3 block inactive, PolyA inh inactive, Dyrk1A ADPGlo -4.8, GSK3beta inhib 1.4, KCNK9 inh inactive, RGS4 block inactive, hERG protect -6.1, GSK3 alpha inh -2.8, KCNQ1 act inactive, KCNQ1 block inactive and RGS4 act inactive.
For Cc1cc(Nc2ccccc2)n(-c2ccc(C(=O)O)cc2)n1 the results were KCNK3 block inactive, PolyA inh inactive, Dyrk1A ADPGlo -4.8, GSK3beta inhib -1.2, KCNK9 inh inactive, RGS4 block inactive, hERG protect 1.7, GSK3 alpha inh -2.4, KCNQ1 act inactive, KCNQ1 block inactive and RGS4 act inactive.
CCc1ccc(CN2C(=O)c3ccccc3C2C(=O)NCC2CCCO2)cc1 (stereo not drawn) was read as KCNK3 block inactive, PolyA inh inactive, Dyrk1A ADPGlo 3.5, GSK3beta inhib 4.4, KCNK9 inh inactive, RGS4 block inactive, hERG protect -11.5, GSK3 alpha inh -0.5, KCNQ1 act inactive, KCNQ1 block inactive and RGS4 act inactive.
Screening COc1cc(CNCc2ccccn2)ccc1OCC(N)=O returned KCNK3 block inactive, PolyA inh inactive, Dyrk1A ADPGlo 1.7, GSK3beta inhib 0.7, KCNK9 inh inactive, RGS4 block inactive, hERG protect -2.6, GSK3 alpha inh 9.3, KCNQ1 act inactive, KCNQ1 block inactive and RGS4 act inactive.
`Cc1cn(CCOc2ccc(Cl)cc2)c(=O)[nH]c1=O` gave KCNK3 block inactive, PolyA inh inactive, Dyrk1A ADPGlo 4.1, GSK3beta inhib -1.1, KCNK9 inh inactive, RGS4 block inactive, hERG protect -6.6, GSK3 alpha inh 2.4, KCNQ1 act inactive, KCNQ1 block inactive and RGS4 act inactive.
`CCOC(=O)c1sc(Nc2ccccc2Cl)nc1C` gave KCNK3 block inactive, PolyA inh inactive, Dyrk1A ADPGlo 2.1, GSK3beta inhib -3.1, KCNK9 inh inactive, RGS4 block inactive, hERG protect -15.3, GSK3 alpha inh -0.2, KCNQ1 act inactive, KCNQ1 block inactive and RGS4 act inactive.
Screening Cc1cc(C)c(S(=O)(=O)N2CCOC2CNC(=O)C(=O)NCCCN2CCOCC2)c(C)c1 (stereo not drawn) returned KCNK3 block inactive, PolyA inh inactive, GSK3beta inhib 1.2, KCNK9 inh inactive, RGS4 block inactive, hERG protect -2.0, GSK3 alpha inh 0.9, KCNQ1 act inactive, KCNQ1 block inactive and RGS4 act inactive.
For CCc1ccc(S(=O)(=O)NCc2cn3c(C)csc3n2)s1 the results were KCNK3 block inactive, PolyA inh inactive, Dyrk1A ADPGlo 0.0, GSK3beta inhib 3.8, KCNK9 inh inactive, RGS4 block inactive, hERG protect -3.2, GSK3 alpha inh 0.1, KCNQ1 act inactive, KCNQ1 block inactive and RGS4 act inactive.
Screening Cc1cc(=O)[nH]c(SCC(=O)Nc2ccc(S(N)(=O)=O)cc2)n1 returned KCNK3 block inactive, Dyrk1A ADPGlo -5.3, GSK3beta inhib 4.3, KCNK9 inh inactive, RGS4 block inactive, hERG protect -5.4, GSK3 alpha inh 3.8, KCNQ1 act inactive, KCNQ1 block inactive and RGS4 act inactive.
`O=C(NCc1ccco1)C(c1ccco1)N(C(=O)Cn1nnc2ccccc21)c1ccc2c(c1)CCC2` (stereo not drawn) gave KCNK3 block inactive, PolyA inh inactive, Dyrk1A ADPGlo 4.8, GSK3beta inhib 2.7, KCNK9 inh inactive, RGS4 block inactive, hERG protect -5.8, GSK3 alpha inh -0.4, KCNQ1 act inactive, KCNQ1 block inactive and RGS4 act inactive.
`Cc1ccc(C(=O)NNC(=O)/C=C\C(=O)O)cc1` gave KCNK3 block inactive, PolyA inh inactive, Dyrk1A ADPGlo -0.6, GSK3beta inhib -1.1, KCNK9 inh inactive, RGS4 block inactive, hERG protect -2.7, GSK3 alpha inh -3.8, KCNQ1 act inactive, KCNQ1 block inactive and RGS4 act inactive.
CC(NC(=O)C1CCC1)c1ccccc1 (stereo not drawn) was read as KCNK3 block inactive, PolyA inh inactive, Dyrk1A ADPGlo 0.7, GSK3beta inhib -1.5, KCNK9 inh inactive, RGS4 block inactive, hERG protect -12.9, GSK3 alpha inh -7.0, KCNQ1 act inactive, KCNQ1 block inactive and RGS4 act inactive.
Screening CCCCn1c(N)c(N(CCOC)C(=O)c2cccc(OCc3ccccc3)c2)c(=O)[nH]c1=O returned KCNK3 block inactive, PolyA inh inactive, Dyrk1A ADPGlo -3.4, GSK3beta inhib 1.5, KCNK9 inh inactive, RGS4 block inactive, hERG protect -15.7, GSK3 alpha inh 0.4, KCNQ1 act inactive, KCNQ1 block inactive and RGS4 act inactive.
COCCN(C(=O)CN1CCc2ccccc2C1)c1c(N)n(Cc2ccccc2)c(=O)[nH]c1=O was read as KCNK3 block inactive, PolyA inh inactive, Dyrk1A ADPGlo 0.2, GSK3beta inhib 1.3, KCNK9 inh inactive, RGS4 block inactive, hERG protect -9.6, GSK3 alpha inh -3.0, KCNQ1 act inactive, KCNQ1 block inactive and RGS4 act inactive.
For O=S(=O)(Nc1ccc(-c2ccc3nncn3n2)cc1)c1cccc(F)c1 the results were KCNK3 block inactive, PolyA inh inactive, Dyrk1A ADPGlo -0.7, GSK3beta inhib -0.2, KCNK9 inh inactive, RGS4 block inactive, hERG protect -11.0, GSK3 alpha inh -0.1, KCNQ1 act inactive, KCNQ1 block inactive and RGS4 act inactive.
`O=C(c1ccc(F)cc1)N1CCN(C2CC3CCC2C3)CC1` (stereo not drawn) gave KCNK3 block inactive, PolyA inh inactive, Dyrk1A ADPGlo -2.1, GSK3beta inhib -0.6, KCNK9 inh inactive, RGS4 block inactive, hERG protect -16.3, GSK3 alpha inh 5.9, KCNQ1 act inactive, KCNQ1 block inactive and RGS4 act inactive.
CCOC(=O)/C=C/C(=O)Nc1ccc(S(=O)(=O)N2CCCCCC2)cc1 was read as KCNK3 block inactive, PolyA inh inactive, GSK3beta inhib 3.3, KCNK9 inh inactive, RGS4 block inactive, hERG protect -3.9, KCNQ1 act inactive, KCNQ1 block inactive and RGS4 act inactive.
CN(C(=O)c1cccc(NC(=O)c2ccco2)c1)c1ccccc1 was read as KCNK3 block inactive, PolyA inh inactive, Dyrk1A ADPGlo -2.6, GSK3beta inhib -0.3, KCNK9 inh inactive, RGS4 block inactive, hERG protect -3.5, GSK3 alpha inh -1.0, KCNQ1 act inactive, KCNQ1 block inactive and RGS4 act inactive.
For CC1CCN(c2ccc3nnc(CCC(=O)NCC(C)c4ccccc4)n3n2)CC1 (stereo not drawn) the results were KCNK3 block inactive, PolyA inh inactive, Dyrk1A ADPGlo -6.0, GSK3beta inhib 0.9, KCNK9 inh inactive, RGS4 block inactive, hERG protect -5.5, GSK3 alpha inh 0.2, KCNQ1 act inactive, KCNQ1 block inactive and RGS4 act inactive.
COCCN(C(=O)CNC(=O)c1ccco1)C(C(=O)NC1CCCC1)c1ccc(OC)c(OC)c1 (stereo not drawn) was read as KCNK3 block inactive, PolyA inh inactive, Dyrk1A ADPGlo 1.9, GSK3beta inhib -1.6, KCNK9 inh inactive, RGS4 block inactive, hERG protect -2.0, GSK3 alpha inh 1.7, KCNQ1 act inactive, KCNQ1 block inactive and RGS4 act inactive.
For COc1ccc(N(C(=O)c2snc(C(N)=O)c2N)C(C(=O)NCc2ccc(F)cc2)c2ccc(O)cc2)cc1 (stereo not drawn) the results were KCNK3 block inactive, PolyA inh inactive, Dyrk1A ADPGlo -3.7, GSK3beta inhib 0.2, KCNK9 inh inactive, RGS4 block inactive, hERG protect -10.2, GSK3 alpha inh 2.9, KCNQ1 act inactive, KCNQ1 block inactive and RGS4 act inactive.
`O=C(Cn1c(SCC(=O)N2CCc3ccccc3C2)nc2ccccc21)NC1CCCC1` gave KCNK3 block inactive, PolyA inh inactive, Dyrk1A ADPGlo 2.2, GSK3beta inhib -0.1, KCNK9 inh inactive, RGS4 block inactive, hERG protect -10.7, GSK3 alpha inh -18.6, KCNQ1 act inactive, KCNQ1 block inactive and RGS4 act inactive.
For CCOC(=O)/C=C/C(=O)OCC(=O)Nc1ccc(C)cc1 the results were KCNK3 block inactive, PolyA inh inactive, Dyrk1A ADPGlo -2.5, GSK3beta inhib 3.7, KCNK9 inh inactive, RGS4 block inactive, hERG protect -5.6, GSK3 alpha inh 6.1, KCNQ1 act inactive, KCNQ1 block inactive and RGS4 act inactive.
O=C(NCCCN1CCCC1=O)c1ccc(NS(=O)(=O)c2cccc([N+](=O)[O-])c2)cc1 was read as KCNK3 block inactive, PolyA inh inactive, Dyrk1A ADPGlo 16.5, GSK3beta inhib 1.9, KCNK9 inh inactive, RGS4 block inactive, hERG protect -11.2, GSK3 alpha inh -2.1, KCNQ1 act inactive, KCNQ1 block inactive and RGS4 act inactive.

Source: PubChem (several laboratories)
